# AI-2 QS mod: Vibrio harveyi AI-2 quorum sensing modulation; Vibrio harveyi JMH597 AI-2 luminescence/OD600 ratio, 9 h; stronger effect = lower value; strain lacks LuxN and CqsS sensors; 0 = neutral-control median; activity change, % at 7.5 µM; 0.4% of 300,000 active; in the data active means activity change below about -75%, passing the limit was not always enough;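 further: luminescence divided by OD600 gain over 9 h not by final OD600 alone; inactives centre near 13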
# HSF1 inhib: HSF1 inhibition | 0.77% of 300,000 active | activity change, negative = inhibition, % at 7.5 µM (by protocol) | NIH3T3-HGL HSE-luciferase, MG132-induced, luminescence 8 h; stronger effect = lower value;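 active means more than half of replicate wells show activity change below -50%, luminescence cut by over half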;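 further: luciferase reports HSF-1 transcriptional activity via heat shock element; 0% = median of DMSO wells and -100% = zero luminescence signal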
# SKKanGAS inh: blocks kanamycin growth of S. pyogenes SKKanGAS strain; inhibition, % at 7.5 µM; 1.3% of 300,000 active; BacTiter-Glo, 6 h;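 active means mean replicate score, as percent of positive control median, at least 50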;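 further: strain carries kanamycin resistance gene driven by streptokinase promoter and grows in 40 µg/ml kanamycin; loss of luminescence reflects streptokinase promoter inhibition or plain growth inhibition; 0% = median of DMSO wells and 100% = positive control at its reference dose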
# HIF activator: HIF pathway transcriptional activation; U2OS HRE-luciferase reporter, luminescence; normalized: DMSO 0%, desferrioxamine 100%; activation, % at 7.5 µM (by protocol); 0.32% of 300,000 active;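 active means mean activation of at least 10% of the iron chelator positive control signal, with at least half of replicates also reaching 10%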
# HSF1 activator: increases HSF-1 driven luciferase reporter signal; NIH3T3-HGL HSF-1 luciferase reporter, MG132, 8 h; 100% = twice DMSO control signal; activation, % at 9 µM; 1.7% of 300,000 active; AID 504408;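 active means mean replicate activation of at least 50% with a set share of replicates each reaching 50%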;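 further: 0% = median of the neutral control wells and 100% = twice that signal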
# KLF5 inh: suppresses KLF5 promoter-driven expression | AID 1700 | inhibition, % at 5 µM | DLD-1 KLF5 promoter-luciferase reporter, luminescence | 0.23% of 290,000 active;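 active means inhibition above a per-plate limit of that plate's mean compound inhibition plus 3 SD, cut at about 60% in these data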;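 further: 0% = DMSO wells and 100% = LY294002 at 200 µM; higher means less KLF5 promoter-driven luciferase light; inactives centre near -14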
# HSP90 refold inh: inhibitors of HSP90 luciferase refolding in rabbit reticulocyte lysate | luciferase refolding luminescence, 3 h | inhibition, % at 5.6 µM | 0.91% of 290,000 active | AID 1789;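 active means inhibition above the screen-wide mean plus 3 SD, computed separately per campaign, cut at about 16% in these data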;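 further: 0% = DMSO wells and 100% = 60 µM geldanamycin wells; inhibitors lower the luminescence because luciferase stays unfolded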
# IEC-6 tox: kills IEC-6 intestinal cells in KLF5 counter-screen; IEC-6 cytotoxicity, luminescence viability; inhibition, % at 5 µM; 0.78% of 290,000 active; in the data active means inhibition above about 22%;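 further: 0% = plate median of test compound wells and 100% = cytotoxic reference compound wells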
# aSyn UTR inh: MLPCN primary screen, SNCA 5' untranslated region. alpha-synuclein 5'UTR reporter, inhibitor activity. inhibition, % (tested at 7.5 µM). 0.82% of 300,000 active. AID 1813; in the data active means inhibition above about 60%;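 further: H4 neuroglioblastoma cells stably carrying SNCA 5'UTR luciferase fusion; 0% = DMSO wells and 100% = positive control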
# Platelet DG rel: platelet dense granule release activity; human platelet-rich plasma, SFLLRN dense granule ATP release, luminescence; inhibition, %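 (compounds screened at 7.5 µM in platelet-rich plasma)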; 0.22% of 300,000 active;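 active means mean replicate score, as percent of positive control, at or above 50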
# Active calls of the source: *; . = not tested or not shown.
SMILES,AI-2 QS mod,HSF1 inhib,SKKanGAS inh,HIF activator,HSF1 activator,KLF5 inh,HSP90 refold inh,IEC-6 tox,aSyn UTR inh,Platelet DG rel
COc1ccc2c(=O)c3c(=O)n(Cc4ccco4)c(-c4ccco4)nc3oc2c1,39.6,3.9,14.3,0.7,19.8,-19.3,-2.2,-9.2,-16.3,6.1
O=C(/C=C/c1cccc([N+](=O)[O-])c1)NCCSCc1c(Cl)cccc1Cl,18.3,-8.2,1.2,-0.1,1.9,-23.8,-3.6,1.2,1.2,-8.2
CCc1nnc(NS(=O)(=O)c2ccc(N/C=C\C(=O)c3cccc(OC)c3)cc2)s1,32.3,7.2,15.4,-0.4,1.4,-5.4,-1.2,-2.3,25.7,-4.6
CNC(=O)c1sc(SC)cc1-c1ccc(Cl)cc1,11.1,6.7,1.1,0.0,-0.6,11.3,4.1,2.1,19.0,-1.7
CCOC(=O)c1cc(-c2ccc(N)cc2)sc1N,14.6,-9.2,12.4,1.5,-2.4,-56.2,-0.7,-4.0,-76.2,-0.9
Cc1ccc(NC(=O)Nc2ccno2)cc1,4.2,.,-2.2,.,.,0.4,-1.7,-2.6,.,.
COC(C[C@H]1O[C@H]1C(=O)[C@H](C)OCc1ccccc1)OC,17.4,-5.8,3.1,-0.3,-8.1,.,.,.,1.5,-3.7
COc1ccc(Nc2cc(C)c3c(O)cccc3n2)cc1,20.8,13.0,7.1,2.1,10.9,-120.8,-1.2,-0.2,-140.4,5.3
Cc1cc(NC(=O)COC(=O)COc2ccc3c4c(c(=O)oc3c2)CCC4)no1,11.5,0.3,1.9,-0.2,0.8,-28.7,-1.6,3.9,-5.6,0.1
Cc1cc(C)n2c(SCCN3C(=O)c4ccccc4C3=O)nnc2n1,32.5,-1.0,-6.9,-0.1,9.9,-0.5,3.6,-3.3,10.0,-2.1
Cc1ncoc1C(=O)Nc1ccccc1-c1ccccc1,19.1,-3.8,1.9,0.0,3.0,-19.9,0.2,-0.6,0.0,-2.8
CCOc1ccccc1N1CN(CC)CNC1=S,19.7,-5.4,-0.1,-0.1,7.1,6.4,-2.1,3.3,-4.1,-20.9
O=C(CN1CCN(c2ccc(C(F)(F)F)cn2)CC1)NCc1ccc2c(c1)OCO2,-4.8,-0.4,-2.7,-0.6,-9.8,24.5,2.0,0.1,17.1,-3.8
CCNC(=O)CC1C(=O)N(c2ccc(C)cc2)C(=O)N1CCc1sccc1C (centres undefined),4.6,-2.6,-9.2,-0.6,-19.0,-13.8,0.5,-3.0,-11.5,12.5
COc1ccc2cc3cc(C(=O)N4CCN(C5CCCCC5)CC4)oc3nc2c1,-7.9,3.0,-14.6,0.3,17.2,-55.0,2.7,-1.9,-31.8,-4.8

# Gathered by group, the entries above containing an aryl thioether with sulfur outside any ring.
SMILES,AI-2 QS mod,HSF1 inhib,SKKanGAS inh,HIF activator,HSF1 activator,KLF5 inh,HSP90 refold inh,IEC-6 tox,aSyn UTR inh,Platelet DG rel
CNC(=O)c1sc(SC)cc1-c1ccc(Cl)cc1,11.1,6.7,1.1,0.0,-0.6,11.3,4.1,2.1,19.0,-1.7
Cc1cc(C)n2c(SCCN3C(=O)c4ccccc4C3=O)nnc2n1,32.5,-1.0,-6.9,-0.1,9.9,-0.5,3.6,-3.3,10.0,-2.1

# (further entries)
SMILES,AI-2 QS mod,HSF1 inhib,SKKanGAS inh,HIF activator,HSF1 activator,KLF5 inh,HSP90 refold inh,IEC-6 tox,aSyn UTR inh,Platelet DG rel
Nc1cccc(NP(=O)(c2ccccc2)c2ccccc2)c1,35.6,-0.6,12.8,-0.2,-20.7,-7.2,-2.5,-0.5,0.3,0.3
Cc1nc(Oc2cccc(Cl)c2)c2oc3ccccc3c2n1,-61.3,3.2,10.5,-0.6,-0.6,-8.2,-2.3,-5.8,-17.7,-2.9
CCCCN(C(=O)CSCc1c(C)noc1C)c1c(N)n(CCC)c(=O)[nH]c1=O,15.0,2.4,25.6,-0.1,5.1,-18.4,-1.8,3.2,-6.0,1.0
COCCSc1nc2sc3c(c2c(=O)n1-c1ccccc1)CCN(C)C3,17.2,-3.0,7.9,0.3,20.9,-0.6,4.5,2.2,0.6,9.7
CCN(CC)c1ccc(NC(=O)CSc2nc(C)cc(=O)[nH]2)cc1,28.3,0.3,-0.8,0.1,21.3,.,.,.,14.7,-11.7
COC(=O)c1ccccc1NC(=O)CN1C(=O)CSC1=O,52.5,1.3,4.0,0.1,15.7,-8.9,2.4,0.1,6.7,-4.1
Cc1cc(SCC(=O)N/N=C/c2ccc(O)c(O)c2)nc2ccccc12,9.8,3.2,-0.6,-0.6,4.5,-37.0,-4.9,11.2,0.2,12.9
CCOC(=O)Cn1c(=O)oc2cc(S(=O)(=O)NCCc3ccc(C)cc3)ccc21,11.4,-5.5,-3.1,0.1,-3.8,-9.2,-2.3,1.4,8.2,-0.9
C[C@H](NC(=O)c1nc[nH]c1C(=O)NCC(=O)OC(C)(C)C)C(=O)OC(C)(C)C,19.1,3.0,0.3,1.0,-1.0,.,.,.,11.5,-0.8
CCOC(=O)c1c(C)[nH]c(C(=O)/C(C#N)=C/c2ccc(OCC)cc2)c1C,10.4,4.5,-0.1,0.1,6.2,-8.3,-0.3,6.0,6.7,18.1
CC(C)c1ccc(NNC(=O)C2CCC2)cc1,-11.4,-19.0,3.1,-0.8,-26.2,8.0,1.8,-8.5,-7.3,-0.1
Cc1ccc(C2=NN(C(=O)C3CCCO3)C(c3ccco3)C2)cc1 (centres undefined),15.9,-3.1,3.7,0.8,-3.6,-23.5,1.8,8.0,20.8,0.3
O=C(Nc1ccc2oc(-c3ccccc3F)nc2c1)c1cncc(Br)c1,12.8,-4.3,9.8,-0.2,10.1,-93.1,-2.6,-5.3,-65.0,7.3
C/C(=N\NC(=O)c1nnn(-c2nonc2N)c1CN1CCCCC1)c1ccccc1O,0.3,2.3,11.5,-0.3,9.7,-17.1,-2.8,-5.0,-8.1,3.7
COc1cc(S(=O)(=O)NC2CCCCC2)ccc1F,0.0,-8.5,-0.7,-0.1,-7.3,-16.9,0.0,15.7,26.1,7.8
CCN(CC)S(=O)(=O)c1ccc(N2CCOCC2)c(NC(=O)c2ccccc2)c1,22.4,-1.0,-1.1,-1.6,-3.9,1.3,5.2,9.4,-13.8,4.0
CCCC(O)(CCC)C(=O)NNc1ccc(C)cc1,0.1,0.3,-15.1,-0.2,14.5,-1.1,3.3,-1.6,17.6,-0.9
O=[N+]([O-])c1ccc(-c2nc(NCC3CCCO3)c3ccccc3n2)cc1 (centres undefined),16.1,3.9,2.4,0.8,15.9,-8.9,2.9,-2.6,-0.5,-2.1
O=C(NCC1CCCO1)/C(=C\c1cccc([N+](=O)[O-])c1)NC(=O)c1ccccc1 (centres undefined),12.6,-11.6,.,-0.4,-12.3,-23.2,3.4,-6.3,19.3,-2.9
COc1cc(-c2nn3c(Cc4ccccc4)nnc3s2)cc(OC)c1OC,10.3,-10.6,15.1,-0.1,-1.4,-9.3,1.5,11.6,12.3,4.3
Cc1cccc(NC(=O)NC2CC(=O)N(c3ccc4c(c3)OCCO4)C2)n1 (centres undefined),1.6,-0.2,3.8,-0.3,3.0,-14.9,-5.2,-6.6,23.3,3.6
O=c1c2[nH]c3ccccc3c2nc2n1CCS2,24.0,-1.3,3.6,0.6,18.1,-34.4,-1.0,0.3,-30.3,-0.5
Cc1ccc(C(=O)N(Cc2cccs2)C2CCS(=O)(=O)C2)cc1 (centres undefined),10.0,-5.0,-2.5,-0.1,4.0,0.5,-1.6,-0.4,3.5,6.5
O=C(CSc1nnc2c(n1)[nH]c1ccccc12)Nc1cccc(S(=O)(=O)N2CCOCC2)c1,5.7,12.9,3.1,-0.3,3.6,-7.9,1.6,6.3,18.3,-13.0
Cc1nnc(SCC(=O)Nc2sc3c(c2C(=O)c2ccccc2)CCCC3)s1,2.3,16.1,-0.8,-0.3,35.4,9.6,4.4,2.0,-16.2,6.2
Clc1ccccc1/C=C/c1nc(-c2cccnc2)no1,-66.1,30.1,3.7,2.4,43.8,-91.3,14.3,-4.7,-194.6,11.8
COC(=O)/C=C1\C(=O)N(c2nc3ccc(OC)cc3s2)C(=S)N1c1ccc(F)cc1,32.4,1.6,-9.3,1.0,-1.3,-24.1,1.5,3.1,-69.1,-14.4
CCOc1cccc(C(=O)Nc2ccc3[nH]ncc3c2)c1,16.8,11.8,-3.0,6.0,16.0,-30.1,5.5,1.7,-32.8,13.3
COc1ccc(Oc2nnc(C)c3ccccc23)cc1,3.9,12.0,-5.0,1.2,27.6,-103.0,-2.1,4.9,-175.2,3.3
O=C(NCc1ccccc1)N[C@@H](Cc1ccccc1)C(=O)O,-4.3,-1.0,3.3,-0.5,-5.0,-38.9,2.5,-1.2,11.6,3.7
Cn1nc(C(=O)Nc2nc3ccccc3[nH]2)ccc1=O,37.2,9.2,13.7,1.6,21.6,-46.8,3.9,5.7,-94.2,7.3
O=C(CCCCCNC(=O)c1ccccc1)N/N=C/c1ccccc1,45.0,-7.4,-1.3,0.1,26.2,-5.6,0.5,-4.7,8.3,14.7
CCOc1ccc(C2CC(c3cccc(OC)c3)Nc3nc(N)nn32)cc1 (centres undefined),4.7,-7.2,4.9,-0.4,-12.9,16.4,0.3,-7.1,13.5,4.4
Cc1ccc(S(=O)(=O)N(C)c2ccc(C(=O)Nc3cccc(C)n3)cc2)cc1,10.5,3.6,14.1,-1.9,-4.2,-24.2,-0.4,1.5,-24.7,12.8
COc1ccc(CCNC(=O)C2CCN(c3nn4c(=O)cc(C)nc4s3)CC2)cc1OC,16.1,-12.0,-2.1,-0.2,20.4,-2.4,1.1,-2.6,17.5,1.2
CCOC(=O)Nc1ccc2c(c1)N(C(=O)CCN(CC)CC)c1ccccc1S2=O (centres undefined),8.7,37.3,-0.4,-1.6,39.5,-1.9,-2.0,22.6*,-20.2,13.0
O=[N+]([O-])c1c(Nc2ccccc2O)ccc2nonc12,6.4,-8.1,1.2,-0.5,-9.5,-25.0,4.5,-9.9,-52.6,-3.2
Fc1ccccc1NC(=S)NC1CCCC1,6.6,-8.5,-0.1,0.2,7.2,-9.0,1.6,11.5,4.2,20.3
CN(C(=O)CC1C(=O)NCCN1Cc1ccc2ccccc2c1)C1CCOCC1 (centres undefined),15.1,4.4,-3.1,-0.4,2.4,-21.5,-0.7,-5.8,5.2,-11.9
CC1(C)CC(=O)C2=C(C1)Nc1ccccc1NC2c1ccccn1 (centres undefined),6.3,-0.6,0.2,0.1,-4.8,-1.1,1.3,1.6,2.9,7.1
CC(C)(C)c1ccc(NC(=O)N2CCCN(c3c(Cl)cncc3Cl)CC2)cc1,12.5,-9.0,15.7,0.2,-0.7,0.9,-2.0,-0.6,17.6,0.5
Cc1c(-c2ccc(Br)cc2)[n+](=O)c2c(n1[O-])CCCCC2,12.0,-1.3,-1.8,-0.1,-3.2,-39.7,1.6,1.0,0.0,-5.0
COc1ccc(C(=O)OCCN=C2NS(=O)(=O)c3ccccc32)cc1OC,-5.9,24.7,-6.0,-0.4,52.5*,-5.3,-3.0,0.1,10.9,-7.1
COc1ccc(N2C(=O)c3ccccc3NC2c2ccc(OC)c(COc3ccccn3)c2)cc1 (centres undefined),13.0,12.3,-5.7,1.9,7.4,-78.5,0.3,-1.0,-76.9,14.2
Cc1ccc2nsnc2c1S(=O)(=O)N1CCOCC1,7.4,0.2,-0.4,-0.4,9.1,-38.5,1.8,2.6,11.9,8.2
